# Compound activity: PubChem, The Scripps Research Institute Molecular Screening Center
# TEAD-YAP inh – TEAD-YAP interaction inhibition, primary screen, TEAD-YAP interaction inhibitor project, luminescence, HEK-TIYL cells. TEAD-Gal4/YAP UAS-luciferase luminescence. inhibition, % at 9.12 µM. 1.4% of 640,000 active. AID 1259422, 2018; in the data active means inhibition above about 32%;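 further: 0% = median of test compound wells and 100% = reference inhibitor wells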
# MITF primary – MITF inhibitors, primary screen, biochemical, AlphaScreen, human; Microphthalmia-associated transcription factor (Homo sapiens), O75030; AlphaScreen MITF homodimerization, bead proximity signal; inhibition, % at 2.6 µM; 0.91% of 650,000 active; in the data active means inhibition above about 50%;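 further: 0% = vehicle wells with protein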
# Target sequence (O75030 whole entry, looked up): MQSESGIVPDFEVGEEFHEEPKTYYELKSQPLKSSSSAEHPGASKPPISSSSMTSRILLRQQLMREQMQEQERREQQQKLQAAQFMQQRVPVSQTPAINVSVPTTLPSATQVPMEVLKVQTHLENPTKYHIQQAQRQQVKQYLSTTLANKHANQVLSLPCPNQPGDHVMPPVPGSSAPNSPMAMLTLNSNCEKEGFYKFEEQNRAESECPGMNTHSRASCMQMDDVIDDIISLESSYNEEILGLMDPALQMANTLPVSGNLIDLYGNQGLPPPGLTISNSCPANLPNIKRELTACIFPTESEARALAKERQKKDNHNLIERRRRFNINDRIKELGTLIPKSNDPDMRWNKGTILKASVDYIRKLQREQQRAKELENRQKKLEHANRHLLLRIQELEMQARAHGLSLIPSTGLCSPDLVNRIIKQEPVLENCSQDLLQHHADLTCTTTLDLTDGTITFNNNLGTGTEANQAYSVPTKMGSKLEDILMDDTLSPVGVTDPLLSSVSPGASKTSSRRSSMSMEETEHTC
# FBW7 act – FBW7 E3 ligase activators, primary screen, biochemical, AlphaScreen, human | 0.13% of 650,000 active | AID 1259310, 2017 | F-box/WD repeat-containing protein 7 (Homo sapiens), Q969H0 | AlphaScreen FBW7–phospho-cyclin E peptide binding, activator screen | normalized activity (activation), % at 26.1 µM; in the data active means normalized activity above about 1.9%;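 further: purified mutant Fbw7 with reduced substrate affinity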
# GPR151 ag – activators of human GPR151, primary screen, cell-based, PathHunter beta-arrestin, luminescence; PathHunter beta-arrestin GPR151 cells; 1% of 650,000 active; G-protein coupled receptor 151 (Homo sapiens), Q8TDV0; activation, % at 11.2 µM; in the data active means activation above about 4.9%;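 further: 0% = median of compound wells and 100% = cells with positive control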
# Target sequence (Q8TDV0 whole entry, looked up): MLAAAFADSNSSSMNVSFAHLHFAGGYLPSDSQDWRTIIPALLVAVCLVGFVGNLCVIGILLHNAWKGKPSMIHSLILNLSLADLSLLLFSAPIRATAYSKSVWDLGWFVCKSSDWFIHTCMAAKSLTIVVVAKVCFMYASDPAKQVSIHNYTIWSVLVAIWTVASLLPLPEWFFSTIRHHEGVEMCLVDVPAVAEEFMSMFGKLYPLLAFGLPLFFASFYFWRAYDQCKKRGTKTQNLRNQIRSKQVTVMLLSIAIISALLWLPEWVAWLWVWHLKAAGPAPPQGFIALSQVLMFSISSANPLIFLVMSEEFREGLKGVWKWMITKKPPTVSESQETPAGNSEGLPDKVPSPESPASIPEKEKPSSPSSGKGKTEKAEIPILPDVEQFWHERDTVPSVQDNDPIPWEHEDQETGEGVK
# * marks the source's active call; other numbers are inactive results. This is a random part of the collection; any-hit rate near 3.5%.
SMILES,TEAD-YAP inh,MITF primary,FBW7 act,GPR151 ag
O=C1NC(c2ccccc2Cl)C(C(=O)c2ccco2)=C1O (stereo unspecified),11.7,6.5,0.1,-0.3
COC(=O)CSc1nnc2[nH]c(=O)c(C)c(C)n12,-5.1,-3.0,-0.1,-2.4
O=C(NCc1nnc(SC/C=C/c2ccccc2)o1)c1c(F)cccc1F,3.4,-11.9,-0.3,1.6
O=C(c1cccnc1)N1CCN(c2ccc3cccc(-c4ccccc4F)c3n2)CC1,8.0,1.2,0.1,-0.7
OC1CCC(Nc2nccn3c(-c4ccccc4)cnc23)CC1 (stereo unspecified),-17.7,6.9,1.5,-1.8
COc1ccc(-c2cc(C(F)(F)F)n3nc(C(=O)NC(C)c4ccccc4)c(Cl)c3n2)cc1 (stereo unspecified),9.4,11.9,-0.1,0.4
O=[N+]([O-])c1ccc(C2NCCc3c2[nH]c2ccccc32)cc1 (stereo unspecified),-9.1,1.9,-0.1,-1.5
CCOC(=O)Nc1ccc2c(CN3CCC(C(=O)OC)CC3)cc(=O)oc2c1,-0.3,2.1,0.0,-0.6
COCC(=O)NC1CCN(S(=O)(=O)c2cccc(C(C)=O)c2)CC1,-5.6,-9.7,0.0,0.0
CCOC(=O)NC(=O)CSc1nnc(C)s1,0.8,-12.3,-0.1,-0.4
O=C(COc1ccc(Br)cc1)Nc1cccc(-c2nc3ncccc3o2)c1,-25.0,-7.2,0.1,0.4
Clc1ccc(Nc2ncnc3ccccc23)cc1,-51.2,3.5,-0.2,1.0

# In the list so far, these have a Cl atom:
SMILES,TEAD-YAP inh,MITF primary,FBW7 act,GPR151 ag
O=C1NC(c2ccccc2Cl)C(C(=O)c2ccco2)=C1O (stereo unspecified),11.7,6.5,0.1,-0.3
COc1ccc(-c2cc(C(F)(F)F)n3nc(C(=O)NC(C)c4ccccc4)c(Cl)c3n2)cc1 (stereo unspecified),9.4,11.9,-0.1,0.4
Clc1ccc(Nc2ncnc3ccccc23)cc1,-51.2,3.5,-0.2,1.0

# The listing continues:
SMILES,TEAD-YAP inh,MITF primary,FBW7 act,GPR151 ag
COC(=O)c1cc(CNC(=O)c2ccccn2)cc(NS(=O)(=O)c2ccc(F)cc2)c1,17.9,-0.1,-0.3,-0.2
CCOc1ccc2nc(SCc3ccc(OC)cc3)sc2c1,5.6,-6.4,-0.1,2.3
Cc1ccc(C)c(NS(=O)(=O)c2ccc(NS(C)(=O)=O)cc2)c1,5.5,-5.8,0.1,-0.9
C=CCC1(CC=C)CCCN1C(=O)CC1C(=O)NCCN1Cc1ccc(Cl)c(F)c1 (stereo unspecified),1.6,-5.0,-0.1,-1.0
CCCCOC(=O)c1cccc(N2C(=O)c3ccc(Br)cc3C2=O)c1,-4.0,13.0,0.0,-1.2
CCOC(=O)Nc1nc2c(C)cc(Br)cc2s1,-16.0,-13.6,-0.1,-0.3
CCCCc1nnc(NC(=O)Cc2ccccc2)s1,-2.3,14.3,0.2,-1.0
O=C(CCc1ccccc1)OCC(=O)c1c[nH]c2ccccc12,-8.6,6.6,0.0,2.7
O=C(N/N=C/c1ccc([N+](=O)[O-])cc1)c1ccccc1Br,-0.8,11.4,0.3,-1.1
O=C(Nc1ccc(-n2cnnn2)cc1)C1CCCN1C(=O)Nc1ccccc1C(F)(F)F (stereo unspecified),5.0,40.3,-0.2,-0.7
c1ccc(Nc2ncnc3c2cnn3-c2ccccc2)cc1,-57.5,11.3,0.0,0.8
CCOC(=O)C1CCN(Cc2cc(OC)c(O)c(OC)c2)CC1,-0.7,9.3,-0.1,-0.5

# Entries from the list above that contain two or more sulfur atoms:
SMILES,TEAD-YAP inh,MITF primary,FBW7 act,GPR151 ag
CCOC(=O)NC(=O)CSc1nnc(C)s1,0.8,-12.3,-0.1,-0.4
CCOc1ccc2nc(SCc3ccc(OC)cc3)sc2c1,5.6,-6.4,-0.1,2.3
Cc1ccc(C)c(NS(=O)(=O)c2ccc(NS(C)(=O)=O)cc2)c1,5.5,-5.8,0.1,-0.9

# (more compounds)
SMILES,TEAD-YAP inh,MITF primary,FBW7 act,GPR151 ag
O=C(N/C(=C/c1ccccc1)C(=O)N1CCc2ccccc2C1)c1ccccc1,8.5,6.5,-0.1,2.4
COc1cc(C#N)ccc1OCC(=O)Nc1cccc(S(N)(=O)=O)c1,0.4,2.7,-0.1,0.3
O=C(c1cccs1)N1CCN(S(=O)(=O)c2ccc(Cl)cc2)CC1,7.5,-0.9,0.1,0.9
CCCNC(=O)c1ccnc(Nc2cccnc2)c1,1.4,8.5,0.0,-0.3
O=[N+]([O-])c1ccc2c(c1)oc1ccc(S(=O)(=O)NC3CCCCC3)cc12,-0.9,0.4,-0.3,-0.4
Cc1ccc(-n2c(SCc3ccccc3F)nc3[nH]ncc3c2=O)cc1,-2.2,4.4,-0.1,0.7
Cc1ccc(/C=C/C(=O)Nc2cccc(Br)c2)o1,-63.0,0.9,0.4,-1.4
COc1ccc(/C=C2\C=C(c3ccccc3)N(c3ccc(C)c(C)c3)C2=O)cc1Br,-13.5,-0.3,0.5,0.1
O=C(Cn1nnc([N+](=O)[O-])n1)c1ccccc1,31.7,4.5,0.0,-0.6
FC(F)(F)c1ccc(NC(=S)NCC(c2cccnc2)N2CCOCC2)cc1 (stereo unspecified),9.0,6.4,0.0,-1.0
CCN(C(=O)COC(=O)c1ccc(O)cc1)C1CCCCC1,4.5,-1.6,0.3,2.0
Cc1ccc(OCCNc2cc(N3CCCC3)ccc2[N+](=O)[O-])cc1C,9.7,-6.6,0.0,-0.5
Cc1ccc(C(=O)n2nc(-c3cccnc3)nc2NCc2cccs2)cc1,-7.7,10.2,0.4,1.3
CCCCN1C(=O)c2c(Oc3ccc(Br)cc3)cc([N+](=O)[O-])cc2Oc2ccccc21,-5.3,8.8,-0.1,-1.0
Cc1cc(C(=O)NCC(=O)OCc2nnc(-c3ccccc3)o2)ccc1[N+](=O)[O-],-0.9,-8.4,0.2,-0.7
CC(C)CO/C(=N/S(=O)(=O)c1ccccc1)c1ccccc1,0.3,-9.6,-0.1,-0.9
CCn1c(=O)n(CC(=O)N(C)C2CCCCC2)c2cccnc21,-9.0,-2.7,-0.2,1.1
CCCCCOC(=O)c1ccc(OC(=O)c2sc3ncn(CC)c(=O)c3c2C)cc1,2.1,-0.2,0.3,-0.7
COc1ccc(Cl)cc1NC(=O)c1nnn(CC(=O)Nc2cc(C)cc(C)c2)c1N,3.3,-1.7,0.0,0.5
Cc1cccc(-c2nnc(SCC(=O)N3CCc4ccccc43)o2)c1,-1.4,1.0,0.1,-1.1
ON1C2CCCCC2N(O)C1c1ccccc1C(F)(F)F (stereo unspecified),-8.3,-3.2,-0.1,0.5
CC1CCCC(C)N1C(=O)COc1ccc(C(=O)N/N=C/c2ccccc2[N+](=O)[O-])cc1 (stereo unspecified),2.2,6.0,0.0,1.8
Cc1cc2ncn(-c3ccc(C(N)=O)cc3[N+](=O)[O-])c2cc1C,-5.5,-9.8,-0.2,-0.2
CCOP(=O)(CN(CCc1ccccc1)C(=S)Nc1ccccc1CC)OCC,2.4,-16.6,0.1,1.8
COc1ccc(-c2nc(Nc3ccccc3)c3ncn(Cc4ccc(C(F)(F)F)cc4)c3n2)cc1,4.4,-2.0,0.1,2.4
COc1ccc(OC)c(/C=N/NC(=O)C(=O)N2CCCCCC2)c1,8.8,4.2,-0.1,0.4
CCN(CC)CCCNC(=O)CCNC(=O)Cn1cnc2ccccc2c1=O,-7.5,-0.6,-0.2,1.8
COc1cc(C(=O)Nc2cc(C(=O)N(C)CCc3ccccn3)ccc2N2CC3CC(C2)c2cccc(=O)n2C3)cc(OC)c1OC (stereo unspecified),0.2,16.0,0.5,-0.2
C=CCNCCCOc1ccccc1-c1ccccc1,12.5,30.6,0.0,1.1
CCn1c(C)c(C(C)=O)c(N2CCC(C(N)=O)CC2)nc1=S,-1.3,11.9,0.0,-0.8
CS(=O)(=O)c1ccc(-n2cc(-c3ccc(C(=O)O)cn3)cn2)cc1,4.9,5.9,0.1,2.8
O=[N+]([O-])c1ccc(C2OCC(O)C(c3ccc([N+](=O)[O-])cc3)O2)cc1 (stereo unspecified),10.5,-2.9,0.1,0.8
CC1CCC(C)C(NC(=O)c2ccc(I)cc2)C1 (stereo unspecified),-13.6,5.9,0.1,0.0
COc1cccc(NC(=S)N(CCCN2CCCC2)Cc2cccs2)c1,3.0,-10.0,0.1,1.3
Cc1cc2cc(CNS(=O)(=O)c3ccc(Cl)cc3)ccc2n1C,4.0,-12.0,0.1,-0.1
CCn1c(SCC(=O)Nc2ccccc2C(=O)OC)nnc1-c1ccc(N)cc1,5.5,6.5,0.4,-0.1
Cc1ccc(C(=O)N/C(=C/c2ccccc2)C(=O)NCCC(=O)O)cc1,4.2,12.2,0.6,-0.4
O=C(Nc1cccc(Cl)c1)c1ccc(F)c(S(=O)(=O)N2CCCCCC2)c1,-10.4,-8.3,0.1,1.3
Cc1ccc(C(=O)N2CCCCCC2)cc1Cl,7.9,-12.0,-0.2,-0.2
CN=c1scc(-c2ccccc2F)n1C,-0.7,2.8,0.0,-0.9
CCN1CCN(C(c2cccnc2)c2cc(Cl)c3cccnc3c2O)CC1 (stereo unspecified),4.9,26.9,-0.1,-0.8
N#CC1=C(N)Oc2n[nH]c(-c3ccccn3)c2C1c1ccc2c(c1)OCO2 (stereo unspecified),0.8,21.6,-0.8,1.1
CCc1ccccc1NS(=O)(=O)c1c(C)cc(C)cc1C,-2.2,-16.9,0.0,-0.3
COc1ccc2[nH]c(C)c(CCN=C(N)NS(=O)(=O)c3ccccc3)c2c1,-8.8,5.5,0.1,-1.2
CC(NC(=O)c1cccnc1Cl)C1CC2CCC1C2 (stereo unspecified),0.9,3.7,0.1,0.4
CCCCCCNC(=O)C(=O)Nc1cccc(C(F)(F)F)c1,0.9,-16.6,0.0,-0.6
CN1C(=O)C2(OCC(CO)([N+](=O)[O-])CO2)c2ccccc21 (stereo unspecified),3.6,9.7,0.3,-0.2
Cc1ccc(C(=O)NC(=S)Nc2ccc3c(c2)C(=O)N(C)C3=O)cc1Cl,3.6,1.5,-0.1,-0.2
COCCOC(=O)c1c(C)oc2c1cc(NS(=O)(=O)c1ccc(Br)cc1)c1ccccc12,-0.6,28.3,1.2,-2.3
CCCOc1ccc(C(=O)OC(C)C(=O)Nc2ccc(C(C)=O)cc2)cc1OCC (stereo unspecified),4.6,3.7,0.1,-0.6
CCc1cc(=O)oc2cc(O)cc(O)c12,10.9,8.2,0.1,1.1
CCOc1ccc(NC(=O)CN(C)S(=O)(=O)c2ccc(Cl)cc2)cc1,1.5,-7.8,0.0,-0.7
CS(=O)(=O)Nc1ccc2c(c1)nc(-c1ccccc1)c1cc(NS(C)(=O)=O)ccc12,-11.4,7.3,0.0,0.5
Cc1cc(C)n2cc(CN3C(=O)NC4(CCC(C)CC4)C3=O)nc2n1 (stereo unspecified),-1.8,-1.1,0.0,-0.5
O=C(NCCN1CCOCC1)C(=O)NCC1OCCCN1S(=O)(=O)c1cccs1 (stereo unspecified),-3.6,-5.6,0.0,0.0
CC1CCc2c(sc3ncnc(N4CC5(C)CC4CC(C)(C)C5)c23)C1 (stereo unspecified),-9.6,0.2,-0.1,0.2
C=CCNC(=O)c1ccccc1NC(=O)C(C)N(c1ccc(OCC)cc1)S(C)(=O)=O (stereo unspecified),7.2,-3.6,-0.3,-0.5
CCN(CC)c1ccc(NC(=O)CN2CCN(CC(=O)Nc3ccc(F)cc3)CC2)cc1,1.0,1.8,0.0,0.7
CC(=O)c1c(C)[nH]c(C(=O)Nc2nc(-c3ccccc3)c(C)s2)c1C,-4.0,3.4,-0.2,-0.5
CCC(C)c1ccc(NC(=O)CSc2nccn2C)cc1 (stereo unspecified),-59.0,8.1,0.3,-1.3

# More structures:
SMILES,TEAD-YAP inh,MITF primary,FBW7 act,GPR151 ag
O=C(c1ccccc1)c1ccc2nc(-c3ccc(NC(=O)c4cccs4)cc3)[nH]c2c1,-3.8,-3.0,0.5,-0.1
OC(CNCCSCc1ccco1)c1ccccc1 (stereo unspecified),0.5,25.6,-0.2,-1.5
O=C(COC(=O)c1ccc(F)cc1F)Nc1ccc2c(c1)C(=O)c1ccccc1C2=O,-6.7,-6.2,0.0,1.2
Cc1cc(C)cc(CN2CCC3(CC2)CC3C(=O)N2C[C@@H](C)O[C@@H](C)C2)c1 (stereo partly specified),1.6,7.1,0.0,-0.4
S=c1nc(NCc2ccco2)c2ccccc2[nH]1,10.1,18.6,0.2,-2.5
CCOC(=O)c1c(N)sc(C(=O)N2CCOCC2)c1C,-4.8,0.4,0.0,-0.5
NC1=NC(=O)/C(=C\c2ccc(-c3ccccc3Cl)o2)S1,-11.6,11.5,0.1,2.5
O=C(O)/C=C\C(=O)N(Cc1ccc2c(c1)CCO2)C1CC1,-3.8,12.4,0.1,-0.5
O=C(c1cc([N+](=O)[O-])cc([N+](=O)[O-])c1)N1CCSC1c1ccco1 (stereo unspecified),5.5,9.3,0.1,-1.7
CS(=O)(=O)N(CC(=O)Nc1cc(C(F)(F)F)ccc1Cl)c1ccccc1,-3.2,7.5,-0.3,0.1
COc1ccc(C2C(=O)N(C3CCC(C)CC3)CC(=O)N2C2CC2)cc1OC (stereo unspecified),4.1,-3.5,-0.1,-0.6
CCN(CC)CCCNCc1ccc(OC(C)C)c(OC)c1,-6.7,39.5,-0.4,0.3
CCCCN(C)C(=O)c1nn(-c2ccccc2OC)c(=O)c2ccccc12,-7.2,5.5,0.1,0.4
